CaV13 FRET inh – Disruptors of the CACNA1D IQ motif to Ca2+-dependent inactivation inhibitor domain association, primary screening, Förster resonance energy transfer in intact living …. HEK cells, CFP/YFP FRET ICDI-IQ, plate reader, 10 min; percent FRET-ratio fall versus neutral wells. inhibition, % at 12.3 µM. 0.098% of 340,000 active. AID 743397;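 active = mean replicate inhibition of at least 30% and at least 1% of replicates passing that level; inconclusive = only one of the two criteria is met; inactive = neither criterion is met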;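 note: 0% = median of the neutral control wells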
CF NFkB inh – inhibitors of cystic fibrosis induced NF-kB. AID 588850. 0.86% of 360,000 active. KKLEB NF-kB-GFP reporter, PAF-induced, GFP fluorescence overnight. inhibition, % at 5 µM;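 active = at least 50% inhibition at 5 µM, scaled per plate between neutral and stimulator controls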;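 note: PAF is a Pseudomonas aeruginosa culture filtrate used as stimulus; plate controls were PAF-stimulated DMSO wells for no effect and unstimulated DMSO wells for full effect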
Shn3 3UTR inh – Schnurri-3 reporter inhibition in Clone20 osteoblasts; Clone20 osteoblast Shn3 3'UTR firefly luciferase, 24 h; inhibition, % at 12.5 µM; 0.52% of 360,000 active; AID 588674;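 active = mean inhibition of at least 75% with every replicate also reaching 75%; inconclusive = mean inhibition at least 75% but some replicate below; inactive = mean inhibition below 75%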;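 note: 0% = median of neutral control wells and 100% = pilot-screen positive control compound; some compounds past the cut are filed as inactive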
NR2E3 ag-1 – human photoreceptor-specific nuclear receptor agonism | inhibition of corepressor binding, % at 3.98 µM | AID 602229 | CHO-S Gal4-NCOR/VP16-NR2E3 two-hybrid, luciferase | Q9Y5X4 | 0.35% of 360,000 active;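 active = inhibition above the mean of all tested compounds plus 3 SD, cut at about 70% in these data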;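 note: 0% = DMSO with NR2E3 transfected cells and 100% = cells lacking NR2E3 construct; higher means lower luciferase signal from less NR2E3 corepressor binding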
Target sequence (Q9Y5X4 whole entry, looked up, the tested form may be a part): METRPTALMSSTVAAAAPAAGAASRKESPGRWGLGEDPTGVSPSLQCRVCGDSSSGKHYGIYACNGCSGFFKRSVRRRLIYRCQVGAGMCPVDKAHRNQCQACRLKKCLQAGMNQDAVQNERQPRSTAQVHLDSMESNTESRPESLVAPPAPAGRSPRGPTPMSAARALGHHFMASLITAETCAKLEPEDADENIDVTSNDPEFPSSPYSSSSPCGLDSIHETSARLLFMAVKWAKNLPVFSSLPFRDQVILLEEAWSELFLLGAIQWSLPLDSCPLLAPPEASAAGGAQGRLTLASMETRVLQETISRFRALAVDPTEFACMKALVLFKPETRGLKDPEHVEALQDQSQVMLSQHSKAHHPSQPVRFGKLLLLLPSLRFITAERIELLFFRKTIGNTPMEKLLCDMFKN
Peg3 promoter – Peg3 promoter activity inhibition | inhibition, % at 20 µM | 1.7% of 360,000 active | HeLa PEG-Prom luciferase reporter, luminescence, overnight;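 active = inhibition of at least 50% at 20 µM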
KKLEB cytotox – counter-screen for CF NF-kB inhibitors: cytotoxicity | KKLEB CF airway cells viability, ATPlite luminescence, overnight; hits give low values; cells stimulated with P. aeruginosa culture filtrate | activity change (cytotoxicity), % at 5 µM | 0.36% of 360,000 active | AID 602141;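 active = corrected activity change at or below -50% at 5 µM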
NR2E3 ag-2 – NR2E3 (human) agonism | Q9Y5X4 | GST-NR2E3/biotin-RetCOR TR-FRET, 1536-well | inhibition of corepressor binding, % at 4.78 µM | 0.12% of 320,000 active | AID 2300;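 active = percent inhibition above the cutoff of mean plus 3 SD of all tested compounds, set per screening campaign, cut at about 20% in these data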;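 note: 0% = DMSO wells and 100% = biotin wells as full block of FRET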
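System: GST-tagged NR2E3 plus biotinylated RetCOR corepressor; Amount: 1.35 nM GST-tagged NR2E3 final; Dosing: single nominal compound dose of 4.8 µM; Schedule: 5 h incubation at 4 °C; Technique: TR-FRET with europium anti-GST and streptavidin-D2, 340 nm excitation; Controls: biotin wells as high control, 0.6% DMSO wells as low control.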
HIF-2a block – inhibitors of HIF-2a; 786-0 RCC cells HIF-2a reporter, luciferase luminescence, overnight; AID 624352; 0.72% of 360,000 active; inhibition, % at 18.8 µM;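 active = inhibition of the luminescence signal of 40% or more relative to plate controls, in a single-dose primary screen at 18.75 µM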
PDI turbidity – PDI (human) enzyme inhibition. PDI insulin aggregation turbidity, A650, 90 min. inhibition, % at 10 µM. 0.052% of 350,000 active;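 active = mean inhibition across replicates of 30% or more, whatever share of single replicates reach that level; inconclusive = mean inhibition below 30% while every single replicate reaches 30%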;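 note: absorbance from insulin aggregation driven by PDI reduction with DTT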
Target sequence (P07237 whole entry, looked up): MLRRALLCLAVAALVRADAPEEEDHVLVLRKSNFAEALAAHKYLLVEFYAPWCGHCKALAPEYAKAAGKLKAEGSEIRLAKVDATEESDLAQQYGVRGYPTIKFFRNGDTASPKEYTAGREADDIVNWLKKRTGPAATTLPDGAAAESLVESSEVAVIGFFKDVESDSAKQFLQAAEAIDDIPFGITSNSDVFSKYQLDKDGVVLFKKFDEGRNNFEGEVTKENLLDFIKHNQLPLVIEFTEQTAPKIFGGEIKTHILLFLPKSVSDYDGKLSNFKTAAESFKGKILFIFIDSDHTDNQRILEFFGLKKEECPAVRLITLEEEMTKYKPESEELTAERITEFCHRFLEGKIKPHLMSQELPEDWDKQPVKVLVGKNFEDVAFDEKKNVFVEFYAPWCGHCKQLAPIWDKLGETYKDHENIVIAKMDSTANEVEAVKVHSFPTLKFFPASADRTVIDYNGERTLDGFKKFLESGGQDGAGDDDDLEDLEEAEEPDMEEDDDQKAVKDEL
MITF TRPM1 inh – inhibitors of MITF-driven TRPM1 promoter in melanoma cells; SK-MEL-5 TRPM1 promoter luciferase, 24 h; inhibition, % at 12.5 µM; 0.83% of 330,000 active; AID 488899;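 active = mean inhibition across replicates of 60% or more, whatever share of single replicates reaches that level; inconclusive = some that reach 60%, reason not given; inactive = mean inhibition across replicates below 60%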; note: values of inactives mirror those of a sister screen read the other way
Vif imaging – HIV Vif inhibition; AID 602346; inhibition, % at 7.49 µM; 0.35% of 340,000 active; HEK293T cells, Vif self-association by quenched fluorescence, imaging, 24 h; in the data active = inhibition above about 50%, passing the limit was not always enough; inconclusive = no clear call, values can overlap the other calls; inactive = below about 31%; note: some results filed as inactive read as strong as hits
Numbers without * were called inactive; ? = inconclusive; / = no result given. Rows are unselected. About 3.3% of those tested had a hit in this group.

item	smiles	CaV13 FRET inh	CF NFkB inh	Shn3 3UTR inh	NR2E3 ag-1	Peg3 promoter	KKLEB cytotox	NR2E3 ag-2	HIF-2a block	PDI turbidity	MITF TRPM1 inh	Vif imaging
1	Cc1ccc(-c2c(C#N)c(N)nc3c2CCCC3)s1	-4.5	15.6	9.4	5.8	9.6	-6.1	3.1	16.6	8.8	5.3	-7.9
2	CCCCN1CC(N2CCN(C3CCN(C)CC3)CC2)CS1(=O)=O (configuration not stated)	-5.6	-1.4	-25.7	8.4	-8.4	5.1	/	7.6	/	/	/
3	O=C(Cn1cnc2ccccc21)Nc1cccc(S(=O)(=O)N2CCCC2)c1	/	-25.1	?	12.5	2.4	9.5	-0.8	19.8	-5.6	19.7	-23.7
4	Cc1nn(C(C)C(=O)NCc2ccc(Cl)cc2)c(=O)c2cc3occc3n12 (configuration not stated)	-2.5	4.7	7.6	-4.3	4.3	-11.6	-2.5	9.8	9.7	9.2	-0.9
5	COc1ccc(C(=O)COC(=O)CNC(=O)c2ccc(Cl)cc2Cl)c(OC)c1	-5.9	10.7	-0.5	0.3	12.8	-12.8	1.2	10.8	-4.6	-3.0	3.1
6	CC1(C(=O)NNC(=O)c2cccc([N+](=O)[O-])c2)CC1Br (configuration not stated)	-8.1	-25.1	-6.5	-6.6	1.8	10.9	/	7.1	-49.4	/	6.6
7	COc1cccc(NC(=O)c2ccccc2-c2ccccc2)c1	-4.8	-15.4	-10.3	-12.2	8.2	-5.8	3.0	18.2	-0.2	5.3	25.4
8	NS(=O)(=O)c1ccc(CCNC(=O)C2CCC(CNS(=O)(=O)c3ccc(Br)s3)CC2)cc1 (configuration not stated)	-2.6	7.8	9.6	-15.5	19.9	-5.8	-2.1	10.6	12.2	3.5	0.7
9	COc1cc(CNc2ccc(O)cc2)cc(Br)c1OCc1ccccc1F	/	-16.8	3.7	-8.8	-18.9	-7.8	3.6	-15.4	-41.7	12.4	5.9
10	Cc1ccc(C2N(c3ccccc3)C(=O)N3CCCN23)cc1 (configuration not stated)	3.5	-13.7	-3.2	19.1	8.7	6.1	-0.9	1.9	0.0	5.4	0.5
11	CCCN1C(=O)C(NC(C)=O)c2ccccc21 (configuration not stated)	-3.4	-3.3	13.6	-9.2	-12.3	-6.0	-1.6	2.5	-7.9	-1.5	-14.3
12	CCN(C(=O)COC(=O)c1cc(NS(=O)(=O)c2ccc(Cl)c([N+](=O)[O-])c2)ccc1O)C1CCCCC1	-18.1	2.2	15.7	-11.6	34.8	1.0	3.3	-14.6	9.0	-11.3	0.6
13	Fc1cccc(-c2cncc(N3CCN(CCN4CCCC4)CC3)n2)c1	-6.4	-17.9	-15.0	0.7	2.0	4.4	/	2.5	2.7	/	0.9
14	O=C(c1cccnc1)n1nc(NCc2ccccc2)nc1NCc1ccccc1	-6.8	15.2	1.1	-29.2	1.0	-7.8	-0.3	-11.8	9.5	-4.6	-4.8
15	CCCCn1c(N)c(N(CCOC)C(=O)COC(=O)COc2c(C)cccc2C)c(=O)[nH]c1=O	-4.5	4.0	-0.9	-0.4	1.1	14.1	-3.3	6.7	-5.7	12.8	-4.9
16	CCCNC(=O)COC(=O)CCC(=O)c1cccs1	-15.5	-11.8	7.6	-16.2	-2.6	-2.3	-1.3	10.5	-2.1	-20.5	5.2
17	C/C(=C1/SC(N2CCOCC2)=NC1=O)c1ccc(Br)cc1	1.1	8.9	25.1	1.8	7.9	-3.3	0.1	13.6	-12.1	18.5	-5.0
18	O=C(COC(=O)/C=C/c1ccc(Br)o1)Nc1ccc2[nH]c(=O)[nH]c2c1	-5.8	-2.0	1.5	13.6	9.8	-8.5	6.6	-5.6	0.2	-3.0	-12.3
19	O=C(NN1C(=O)CSC1=S)C(=O)NN1C(=O)CSC1=S	4.4	1.2	14.4	-3.8	6.2	-0.7	0.9	9.9	1.8	14.4	-10.5
20	Cc1ccc2nc(SCC(=O)N3c4ccccc4CC3C)c(C)cc2c1 (configuration not stated)	/	11.7	17.2	-18.9	11.1	-3.6	2.2	16.4	0.3	-12.9	-1.2
21	CC(NC(=O)c1ccco1)C(=O)NC(C)c1cc(F)c(Cl)cc1Cl (configuration not stated)	-4.1	-1.0	-15.4	5.2	19.6	-4.8	1.7	6.2	-3.3	-8.1	1.2
22	COc1ccc(OC)c(NC(=O)N[C@H](Cc2ccccc2)C(=O)NN)c1	-13.3	-2.4	2.2	-17.2	9.1	-9.8	-2.1	18.3	-5.6	9.2	23.1
23	CC(C)(C)OC(=O)N1CCC(C(=O)Nc2cccc(C(=O)NCCCCc3ccccc3)c2)CC1	-6.2	17.5	54.1	-30.4	-18.2	-9.8	/	7.6	0.5	11.6	/
24	CC(C)N(Cc1nc(-c2ccccc2)no1)C(=O)C(C)(C)C	-1.3	8.9	19.3	-23.8	10.5	-3.1	1.4	-8.9	-2.7	-5.7	3.0
25	COc1ccc(OC)c(S(=O)(=O)Nc2c(C)nn(C)c2C)c1	-5.8	-17.3	5.0	-2.0	4.7	-0.6	2.3	-0.6	5.5	12.5	-2.1
26	COc1cc2c(c(OC)c1OC)C(c1ccccc1C)CC(=O)O2 (configuration not stated)	-5.4	-4.5	-24.4	-22.6	5.2	3.8	/	-4.5	-13.3	-6.2	25.0
27	NC(=O)CSc1nnc(-c2cnccn2)n1Cc1ccco1	-4.0	-23.3	-12.3	-28.8	6.1	13.3	0.3	18.2	10.0	/	-8.4
28	Cc1c(S(=O)(=O)N2CCN(c3cccc(C(F)(F)F)c3)CC2)c(=O)n(C)c(=O)n1C	-6.5	6.1	-2.4	-19.4	4.3	-9.3	-1.7	-4.8	/	/	17.7
29	COC(=O)c1ccc(COc2ccc(Cl)cc2)o1	-5.0	-0.6	-7.3	-51.9	-97.3	-5.9	0.2	-71.5	-0.2	-54.0	2.9
30	CCOc1ccc(CN(C)CC(=O)Nc2ccccc2C(=O)NC2CC2)cc1	-6.4	-20.5	1.2	0.6	5.4	20.2	/	7.4	-3.3	-10.1	-1.1

An excerpt from above in order of molar mass, falling.
item	smiles	CaV13 FRET inh	CF NFkB inh	Shn3 3UTR inh	NR2E3 ag-1	Peg3 promoter	KKLEB cytotox	NR2E3 ag-2	HIF-2a block	PDI turbidity	MITF TRPM1 inh	Vif imaging
12	CCN(C(=O)COC(=O)c1cc(NS(=O)(=O)c2ccc(Cl)c([N+](=O)[O-])c2)ccc1O)C1CCCCC1	-18.1	2.2	15.7	-11.6	34.8	1.0	3.3	-14.6	9.0	-11.3	0.6
15	CCCCn1c(N)c(N(CCOC)C(=O)COC(=O)COc2c(C)cccc2C)c(=O)[nH]c1=O	-4.5	4.0	-0.9	-0.4	1.1	14.1	-3.3	6.7	-5.7	12.8	-4.9
26	COc1cc2c(c(OC)c1OC)C(c1ccccc1C)CC(=O)O2 (configuration not stated)	-5.4	-4.5	-24.4	-22.6	5.2	3.8	/	-4.5	-13.3	-6.2	25.0

Later entries
item	smiles	CaV13 FRET inh	CF NFkB inh	Shn3 3UTR inh	NR2E3 ag-1	Peg3 promoter	KKLEB cytotox	NR2E3 ag-2	HIF-2a block	PDI turbidity	MITF TRPM1 inh	Vif imaging
31	COC(=O)c1sccc1NC(=O)Nc1cccc(Cl)c1Cl	/	10.1	13.6	4.0	14.1	-14.2	6.6	-0.5	5.9	10.8	24.0
32	O=C(c1cccs1)N1CCN=C1SCc1ccc(F)cc1	-12.6	-7.7	-4.8	-3.6	-1.6	0.8	-1.8	52.0*	0.4	-13.8	-1.8
33	Cc1nc2ccccc2cc1OCc1ccccc1	-5.6	-3.5	61.9	73.3*	-112.8	1.4	-1.0	-148.4	-14.2	2.3	-24.7
34	CCC(Cc1ccccc1)NC(=O)C1CCC(CNc2c(N3CCCC3)c(=O)c2=O)CC1 (configuration not stated)	-6.8	12.1	-9.4	22.2	9.4	-20.1	-1.9	8.9	-4.1	/	4.1
35	COc1ccc(S(=O)(=O)Nc2ccc3c(c2)CCC3)cc1	3.5	5.0	13.4	5.8	4.4	4.3	1.3	-5.7	2.1	6.3	-1.9
36	COc1ccc(NC(=O)Nc2cc(F)ccc2C)cc1	-1.4	5.0	26.0	-18.8	-42.5	2.0	-0.3	-66.8	-4.0	-6.8	-7.9
37	CC(C)(C)[C@H]1C=C(C(=O)Nc2ccccc2)O[C@@H](OCCCCO)C1	-3.1	-19.7	-32.3	65.3	-58.8	-8.7	-0.1	-56.4	-0.9	-47.3	1.5
38	O=C1C=C(NCc2ccco2)C2(CCCCC2)O1	-5.3	-15.1	7.5	-6.4	3.5	7.8	3.2	8.4	19.8	-5.5	1.3
39	O=C(c1cc(Cl)cc(Cl)c1)N1CCC2CC1c1cc(N3CCCCC3)ccc12 (configuration not stated)	-2.7	-11.4	0.3	-13.3	17.8	-1.5	/	22.8	-3.1	/	/
40	O=C(Nc1ncn[nH]1)c1ccc(Cl)c(S(=O)(=O)Nc2ccc(Cl)cc2)c1	-2.1	33.8	14.4	-4.5	16.1	-4.3	3.1	23.6	16.0	0.7	-2.6
41	Nn1c(-c2ccccc2)nc2ccccc2c1=O	-2.7	10.9	8.7	-11.5	5.9	5.0	3.6	10.8	-1.9	1.7	-3.9
42	O=C(C(NS(=O)(=O)c1cccs1)c1ccccc1)N1CCN(c2ccccc2F)CC1 (configuration not stated)	-10.6	7.3	10.4	-18.0	14.1	10.8	3.4	16.3	0.0	2.1	1.7
43	Cc1[nH]c(=O)[nH]c(=O)c1CSc1nnc(CCCCCNC(=O)OC(C)(C)C)o1	-8.5	5.3	12.8	-15.2	18.6	-5.5	0.0	15.3	11.5	-7.5	11.1
44	Nc1ncc(Br)cc1S(=O)(=O)NC1CCCCC1	-2.8	6.7	0.4	-10.5	-6.3	5.5	1.9	7.4	3.6	-0.5	5.6

Screening results: PubChem BioAssay, several laboratories
